DAX1 inh-1: NR0B1 (DAX1) inhibition. AID 504766. inhibition, % at 6.75 µM. P51843. HEK293 Gal4-DAX1 luciferase reporter, luminescence. 0.99% of 340,000 active;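 active = inhibition above the mean over all tested compounds plus 3 SD, cut at about 4.2% in these data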;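 note: 0% = DAX1-transfected cells with DMSO and 100% = empty-vector control cells with DMSO; inhibition shows as a rise in luminescence from relieved DAX1 repression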
Target sequence (P51843 207-470 limits assumed): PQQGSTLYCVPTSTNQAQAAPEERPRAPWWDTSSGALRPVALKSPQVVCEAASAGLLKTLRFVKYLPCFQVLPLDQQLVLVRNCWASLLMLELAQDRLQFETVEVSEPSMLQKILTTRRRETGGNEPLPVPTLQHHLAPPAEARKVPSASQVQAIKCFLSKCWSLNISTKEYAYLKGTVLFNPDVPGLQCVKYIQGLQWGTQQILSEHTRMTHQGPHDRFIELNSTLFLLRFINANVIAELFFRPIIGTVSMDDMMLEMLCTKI
SMARCA2 act: activators of SMARCA2 function; 1% of 370,000 active; MG213 cells, MMTV-luciferase reporter, dexamethasone, overnight; activation, % at 9.1 µM; in the data active = activation above about 7.8%;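 note: 0% = vehicle wells and 100% = reference activator wells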
hcDAF-12 act: activates DAF-12 receptor from parasite H. contortus | 1.4% of 370,000 active | activation, % at 6.8 µM | HEK293 hcDAF-12 lit1-tk-luc reporter, luminescence; 0% DMSO, 100% Δ7-dafachronic acid | AID 652067;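 active = activation above the mean of all tested compounds plus 3 SD, cut at about 5.5% in these data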;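 note: 100% = response to 3 µM Δ7-dafachronic acid high control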
ADAM10 inh: inhibitors of human ADAM10; O14672; 0.62% of 370,000 active; recombinant ADAM10, EDANS/DABCYL FRET peptide cleavage, 3 h; inhibition, % at 7 µM;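 active = inhibition above a per-campaign cutoff equal to the mean of compounds falling between control-based bounds plus 3 SD, cut at about 20% in these data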;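 note: 0% = DMSO wells while the 100% control is not disclosed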
Target sequence (O14672 214-748 limits assumed): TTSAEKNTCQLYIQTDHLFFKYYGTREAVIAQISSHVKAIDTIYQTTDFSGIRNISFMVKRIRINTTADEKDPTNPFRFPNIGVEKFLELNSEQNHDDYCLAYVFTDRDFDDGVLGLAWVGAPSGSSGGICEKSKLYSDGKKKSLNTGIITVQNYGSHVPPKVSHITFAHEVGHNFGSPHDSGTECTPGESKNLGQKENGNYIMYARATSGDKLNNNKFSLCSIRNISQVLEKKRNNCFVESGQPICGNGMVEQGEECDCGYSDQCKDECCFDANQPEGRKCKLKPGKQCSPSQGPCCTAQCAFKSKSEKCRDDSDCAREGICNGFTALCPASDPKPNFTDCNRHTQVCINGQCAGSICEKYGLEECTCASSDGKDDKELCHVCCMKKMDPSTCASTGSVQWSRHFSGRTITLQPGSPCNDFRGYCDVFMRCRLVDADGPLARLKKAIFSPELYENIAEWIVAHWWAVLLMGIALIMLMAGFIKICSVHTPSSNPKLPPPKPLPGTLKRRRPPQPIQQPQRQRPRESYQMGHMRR
ssDAF-12 act: activators of S. stercoralis DAF-12 nuclear receptor; 1% of 370,000 active; HEK293 ssDAF-12/GRIP1 lit1-tk-luc reporter, luminescence; % of 3 µM dafachronic acid response; AID 652126; activation, % at 6.8 µM;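 active = activation above the mean over all tested compounds plus 3 SD, cut at about 0.9% in these data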;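 note: 0% = DMSO-only wells and 100% = 3 µM delta7-dafachronic acid wells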
PG9 binder: binds the HIV-1 gp120 antibody PG9. 0.43% of 360,000 active. inhibition, % at 6.7 µM. TR-FRET gp120-PG9 antibody binding. AID 624416; in the data active = inhibition above about 8.5%
GAA850 FXN act: increases GAA850 frataxin promoter reporter activity | HEK293 lucGAA850 FXN promoter luciferase reporter, 24 h; percent of 10 µM SAHA response | activation, % at 6 µM | AID 540364 | 0.56% of 360,000 active;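 active = activation above the average of all compounds screened plus 3 SD, cutoff fixed separately per campaign, cut at about 7.5% in these data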;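 note: 0% = DMSO wells and 100% = 10 µM SAHA wells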
GC-A act: GC-A (human) enzyme activation; P16066; HEK293 GC-A cells, cGMP TR-FRET, EC30 ANP; 0% at EC30 ANP, 100% saturating ANP; activation, % at 10 µM; 0.14% of 370,000 active; AID 1671463; in the data active = activation above about 40%
hgDAF12 agonist: agonists of H. glycines DAF-12 nuclear receptor; HEK293 GAL4-hgDAF12 UAS-luciferase reporter, agonist luminescence; normalized to butyrate control; activation, % at 6.8 µM; 1.8% of 370,000 active; AID 687014;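 active = activation above a cutoff set at the mean of all screened compounds plus 3 SD, cut at about 10% in these data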;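 note: 0% = DMSO wells and 100% = sodium butyrate wells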
ADAM17 inh: inhibits human ADAM17. inhibition, % at 6.95 µM. 0.83% of 370,000 active. recombinant ADAM17, EDANS/DABCYL FRET peptide cleavage;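 active = inhibition above the mean of compounds lying between control limits plus 3 SD, set per campaign, cut at about 8.5% in these data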;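 note: 0% = DMSO-only wells as the low control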
DAX1 inh-2: inhibitors of DAX1 repression of SF-1 activated StAR promoter; 1.1% of 370,000 active; AID 652010; inhibition, % at 6.8 µM; HEK293T StAR-luciferase reporter, SF-1/DAX-1 repression relief;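 active = inhibition above the mean over all tested compounds plus 3 SD, cut at about 3.6% in these data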;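 note: 0% = DAX-1 cells with DMSO and 100% = cells lacking DAX-1 with DMSO; higher inhibition means more luminescence from relief of DAX-1 repression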
An asterisk follows results filed as active; x = not tested or not shown.

SMILES	DAX1 inh-1	SMARCA2 act	hcDAF-12 act	ADAM10 inh	ssDAF-12 act	PG9 binder	GAA850 FXN act	GC-A act	hgDAF12 agonist	ADAM17 inh	DAX1 inh-2
O=C(Nc1ccccc1Cl)c1cccc(COc2cc(Cl)ccc2Cl)c1	-0.9	3	2.3	-3	-0.7	1.0	0.8	-1	9.4	-3	1.4
CCN=C1SC(CC(=O)NC(C)C)C(=O)N1CC (stereo not drawn)	-1.0	-1	-2.8	-4	-1.6	0.6	3.4	2	-0.3	-5	-0.1
O=C(c1cc(-c2cccnc2)nc2ccccc12)N1CCN(S(=O)(=O)c2cccs2)CC1	-0.6	-2	1.2	-15	-1.1	1.3	-1.8	-1	0.7	-1	-0.4
Cc1ccc(C)c(SCC(=O)N(C)CC(=O)Nc2ccc(N3CCOCC3)cc2)c1	0.2	-1	-2.0	-2	-1.0	0.3	-0.1	1	1.0	-3	-0.7
CC1(C)C2CCC1(C)C(OC(=O)C[n+]1ccccc1)C2 (stereo not drawn)	1.0	1	0.1	-3	-1.4	-0.4	1.6	3	1.5	-4	0.0
Cc1ccnn1CC(=O)N/N=C/c1cn[nH]c1-c1ccc(F)cc1	0.8	-3	1.0	0	-0.1	0.9	0.4	-1	-0.3	0	-0.1
CCOC(=O)c1c(NC(=O)c2nn(CC)cc2Br)c(C#N)cn1-c1ccccc1	-0.1	3	-1.4	0	-1.4	-0.5	-0.9	-9	-2.0	0	-0.3
COc1ccc2nc(NC3=NC(c4ccccc4)CC(=O)N3)nc(C)c2c1 (stereo not drawn)	-0.6	3	-2.1	-253	-2.5	-3.6	-1.9	-1	-3.5	-72	-0.9
CN(NS(C)(=O)=O)c1ncc(C(F)(F)F)cc1Cl	0.3	-4	-1.1	-7	-1.6	-2.3	0.8	-3	-0.4	-6	-0.1
Cc1ccc(C(=O)CSc2nnc(-c3ccco3)n2C)cc1	-0.7	-1	-0.9	-3	-1.2	-0.6	1.0	-1	2.7	-3	0.1
Cc1ccc(C2=NN(C(=O)COc3ncnc4ccccc34)C(c3ccco3)C2)cc1 (stereo not drawn)	-0.8	-2	-1.9	-7	-0.9	-0.4	0.7	-2	-0.1	-7	0.8
COc1ccc2[nH]c(=O)c(CN(C(=O)c3ccncc3)C(C)(C)C)cc2c1	0.5	0	-0.4	-72	-1.1	1.1	-1.7	-7	1.4	-24	-0.8
O=C(COc1ccc(Br)cc1Br)NC1CCS(=O)(=O)C1 (stereo not drawn)	-0.8	0	-2.5	-7	-1.3	-0.5	-1.5	2	-0.9	-4	-1.8
Cc1cc(C)n2nc(-c3sccc3-n3c(C)ccc3C)cc2n1	-0.4	2	-1.0	-13	-1.3	-3.7	2.0	-23	1.9	-5	-0.1
O=C(Nc1ccc(F)cc1Cl)C1CCCN1S(=O)(=O)c1cccc2cccnc12 (stereo not drawn)	x	-4	-3.8	-3	-1.9	x	x	-1	1.1	1	-2.0
Cc1ccc(NC(=O)CN(C)C(=O)COC(=O)CCS(=O)(=O)c2ccc(C)cc2)cc1	-0.6	-2	1.1	-7	-0.4	0.5	-1.2	0	-1.2	-6	-1.7
O=C(CC1CS(=O)(=O)CC1CC(=O)Nc1ccc2c(c1)OCCO2)Nc1ccc2c(c1)OCCO2 (stereo not drawn)	1.1	-5	-6.0	0	-2.9	-1.3	-12	0	-14	1	-3.8
O=C(c1ccccc1)c1nnc(-c2ccncc2)o1	0.0	1	-0.5	0	-1.0	-1.8	2.2	2	3.4	-2	0.0
Cc1nc(NC(=O)Nc2ccc(Cl)cc2)sc1C	0.2	8.6*	0.8	0	-0.6	1.7	5.2	0	9.9	2	1.1
CC1CCCC(C)N1CCCNC(=O)Cn1ncc2c([nH]c3ccccc32)c1=O (stereo not drawn)	0.9	-2	2.7	-15	-0.5	-2.5	-0.7	4	0.9	-6	-0.1
COc1ccc(/C=C/C2=NC(=C\N(C)C)/C(=O)O2)cc1	-0.6	5	-0.5	-194	-1.1	-7.4	0.9	-1	6.0	-57	0.4
O=C(NC1CCCCC1)C1CCN(c2nccs2)CC1	0.1	-8	-1.9	-3	-0.7	-0.9	-1.4	2	-1.2	-3	-0.6
O=C1COc2ccc(C(=O)COC(=O)C3CC(O)CN3S(=O)(=O)c3ccc(Cl)cc3)cc2N1 (stereo not drawn)	0.1	-1	0.7	-8	-1.5	1.9	-0.3	2	-2.4	0	0.9
O=C(Nc1cccc(C(F)(F)F)c1)c1ccc2nc(N3C(=O)CCC3=O)sc2c1	2.5	-2	-0.1	1	-1.4	0.6	2.6	-7	-1.8	-4	0.7
CC(C)(C)c1ccc(C(=O)NCCC(=O)Nc2cc(Cl)ccc2N2CCOCC2)cc1	0.9	-1	-1.4	-8	-0.7	-0.7	4.8	-15	5.2	1	-1.6
SMILES	DAX1 inh-1	SMARCA2 act	hcDAF-12 act	ADAM10 inh	ssDAF-12 act	PG9 binder	GAA850 FXN act	GC-A act	hgDAF12 agonist	ADAM17 inh	DAX1 inh-2
COC(=O)c1ccc(CNC(=O)c2cc(COc3cncc(Cl)c3)on2)cc1	0.0	1	-3.0	-6	-0.7	0.2	-3.8	-4	0.1	-3	0.9
CCCCn1c(=O)c(CCC(=O)OCC(=O)NC(C)c2ccccc2)nc2ccccc21 (stereo not drawn)	0.3	0	-2.7	-86	-0.9	-2.1	-0.9	0	2.6	-28	-0.4
CCC(=O)Nc1cccc(C(=O)/C=C/c2ccc(F)cc2)c1	-2.6	0	-3.2	3	-2.6	-3.0	3.3	4	0.1	1	0.2
CCOC(=O)c1sc2nc(CC(=O)OC)nc(N3CCN(c4ccccn4)CC3)c2c1C	-1.4	-1	-5.3	-12	-2.0	0.9	-3.1	9	-1.7	-3	-0.7
COc1ccc(CCNC(=O)CSc2nc(N)c3c(C)c(C)oc3n2)cc1OC	-0.6	0	-1.5	0	-0.5	1.3	-1.2	5	-1.4	-7	-0.8
COC(=O)C(CC(=O)c1ccc(Br)cc1)n1nc(C)cc1C (stereo not drawn)	-0.9	-3	-1.4	3	-1.4	0.3	1.4	-14	-0.9	-6	-0.1
COc1ccccc1CNCC(=O)Nc1cc(S(=O)(=O)N2CCOCC2)ccc1Cl	-0.3	-4	-3.0	-11	-1.8	1.5	0.6	-1	-4.2	-2	-1.4
O=C(/C=C/c1ccccc1)NC1CCSC1=O (stereo not drawn)	1.1	5	0.1	-7	-0.2	0.8	2.6	1	3.8	-1	0.7
N#Cc1ccc(NC(=O)CSc2n[nH]c(=O)n2C2CC2)cc1	1.1	-4	-0.2	-7	-1.8	1.0	-0.9	-1	0.8	3	1.1
CC1(CCc2ccccc2)NC(=O)N(CC(=O)Nc2ccc(S(N)(=O)=O)cc2)C1=O (stereo not drawn)	2.4	3	0.1	1	-1.2	-0.6	-1.4	-2	-3.0	-1	-0.4
OC(CNCc1ccncc1)c1ccccc1 (stereo not drawn)	1.1	1	-0.7	2	-1.0	-2.4	1.3	3	-0.8	-4	-0.1
CS(=O)(=O)Nn1cnc2ccccc2c1=O	-0.8	1	-1.6	1	-1.2	1.1	2.0	7	-1.7	0	0.3
COc1ccc2nc(C)cc(N3CCOCC3)c2c1	0.7	-1	-1.9	-8	-1.5	-0.5	-0.5	2	3.3	-2	-0.8
Fc1ccc(Oc2nnnn2-c2ccccc2)cc1	-0.1	-1	-1.4	-9	-2.1	0.2	-0.4	5	1.1	-6	-0.1
CC(=O)C1C(c2ccc(Br)cc2)c2c(noc2C)CC1(C)O (stereo not drawn)	-2.6	-1	-1.1	-3	-1.2	0.0	-1.8	-5	-0.1	-1	-0.2
Clc1ccc(COn2c(-c3ccc(Cl)cc3)nc3ccccc32)cc1	-0.5	3	-1.4	6	-1.6	-1.6	1.3	0	-0.2	3	-1.3
O=C(c1ccco1)N1CCN(C(=S)NCc2ccc(F)cc2)CC1	-0.5	-2	0.7	8	-0.8	-1.2	1.9	-3	-1.4	0	0.7
CCOC(=O)c1sc(NC(=O)CCN2CCOCC2)c(C(=O)OCC)c1C	-0.5	1	1.1	-1	-1.5	3.1	-0.5	4	-0.1	-3	-0.5
COc1ccc2ccc(Oc3ncccn3)cc2c1	1.2	-5	0.7	4	-0.9	0.4	1.2	3	3.2	-5	1.2
CC1CCCCN1S(=O)(=O)c1cccc2cccnc12 (stereo not drawn)	1.7	0	-1.8	2	-1.5	-0.5	2.0	4	1.3	-4	-0.7
O=C(NCc1ccc(F)cc1)c1c(O)c2cccc3c2n(c1=O)CCC3	-0.6	-4	-0.8	-3	-1.3	1.2	3.5	-1	-1.4	-2	0.4
CCC(CC)C(=O)Nc1ccc(C(=O)Nc2cc(C)on2)cc1	-0.6	2	-0.3	-4	-1.2	0.3	1.3	-4	2.1	-3	-0.2
CC(C)C[C@@H]1CN(CCCC[C@H]2CNC(=O)C(=O)N2CCC2CCCCC2)C(=O)C(=O)N1CCC1CCCCC1	x	-4	0.4	-9	-1.1	-1.2	x	-2	1.7	0	-0.5
Cc1ccc2c(c1)cc(CN(Cc1cccnc1)C(=O)c1ccccc1)c1nnnn12	-0.6	2	1.5	-4	-1.1	-0.8	3.1	-4	2.8	-1	-0.6
FC(F)(F)c1cccc(CNC2c3ccccc3-c3ccccc32)c1	0.7	-3	-2.1	10	-0.7	0.7	-0.2	-5	-0.3	-1	-0.2
SMILES	DAX1 inh-1	SMARCA2 act	hcDAF-12 act	ADAM10 inh	ssDAF-12 act	PG9 binder	GAA850 FXN act	GC-A act	hgDAF12 agonist	ADAM17 inh	DAX1 inh-2
O=C(CSc1nc2cc(Cl)ccc2s1)c1ccco1	2.3	7	9.7*	-2	0.1	-0.5	4.9	2	3.3	-1	2.5
Cc1ccc(NC(=O)CS(=O)CC(=O)N2CCN(C3CCCC3)CC2)cc1 (stereo not drawn)	3.4	-2	-0.5	-9	-0.5	-1.2	1.3	2	1.4	0	0.6
CCCC(=O)C1=C(O)C(C(=O)OC)C(C)(C)CC1=Nc1ccc(N)cc1 (stereo not drawn)	1.9	2	-0.5	3	-1.8	-0.1	-0.8	-3	-2.6	-1	-0.7
Nc1ccccc1Nc1cc(-c2ccccc2)nn1-c1cccc(Cl)c1	-1.8	0	-1.3	17	-1.8	-3.6	0.9	2	-1.7	7	-0.6
COc1ccc(S(=O)(=O)N2CCN(C)CC2)cc1	2.4	0	-1.7	12	-0.4	-0.3	1.6	4	0.7	2	-0.6
CC(C)(C)C(=O)Cn1c(=O)n(-c2ccc(F)cc2F)c(=O)c2sccc21	-0.4	-2	-0.1	1	-1.1	12*	-0.2	0	1.0	-2	-0.6
CCCc1ccc(Oc2cc(NN3CCCCC3)c([N+](=O)[O-])cc2[N+](=O)[O-])cc1	1.0	0	-0.9	-4	-1.4	0.5	0.7	4	5.2	-4	0.2
CN(C(=O)c1nc(-c2ccccc2)n(-c2ccccc2)n1)C1CCS(=O)(=O)C1 (stereo not drawn)	-0.2	-1	-1.8	0	-0.9	-0.3	-0.3	-2	2.2	0	0.1

Entries above that have two or more sulfur atoms (2):
SMILES	DAX1 inh-1	SMARCA2 act	hcDAF-12 act	ADAM10 inh	ssDAF-12 act	PG9 binder	GAA850 FXN act	GC-A act	hgDAF12 agonist	ADAM17 inh	DAX1 inh-2
O=C(c1cc(-c2cccnc2)nc2ccccc12)N1CCN(S(=O)(=O)c2cccs2)CC1	-0.6	-2	1.2	-15	-1.1	1.3	-1.8	-1	0.7	-1	-0.4
O=C(CSc1nc2cc(Cl)ccc2s1)c1ccco1	2.3	7	9.7*	-2	0.1	-0.5	4.9	2	3.3	-1	2.5

Screening results as filed in PubChem BioAssay.
